Assay outcomes deposited in PubChem BioAssay by several laboratories.
CHRM4 PAM: human M4 muscarinic receptor positive allosteric modulators, primary screen, CHO-K1 cells, Fluo-8 calcium fluorescence | hit rate 0.4% among 360,000 | Muscarinic acetylcholine receptor M4 (Homo sapiens), P08173 | AID 624126, 2012 | CHO-K1 hM4/Gqi5, ACh EC20; 0% = ACh EC20, 100% = maximal ACh | activation, % at 3 µM;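 active means activation above its plate's cutoff, the mean activation of sample wells plus 3 SD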; further: some results filed as inactive read as strong as hits
Target sequence (P08173 whole entry, looked up): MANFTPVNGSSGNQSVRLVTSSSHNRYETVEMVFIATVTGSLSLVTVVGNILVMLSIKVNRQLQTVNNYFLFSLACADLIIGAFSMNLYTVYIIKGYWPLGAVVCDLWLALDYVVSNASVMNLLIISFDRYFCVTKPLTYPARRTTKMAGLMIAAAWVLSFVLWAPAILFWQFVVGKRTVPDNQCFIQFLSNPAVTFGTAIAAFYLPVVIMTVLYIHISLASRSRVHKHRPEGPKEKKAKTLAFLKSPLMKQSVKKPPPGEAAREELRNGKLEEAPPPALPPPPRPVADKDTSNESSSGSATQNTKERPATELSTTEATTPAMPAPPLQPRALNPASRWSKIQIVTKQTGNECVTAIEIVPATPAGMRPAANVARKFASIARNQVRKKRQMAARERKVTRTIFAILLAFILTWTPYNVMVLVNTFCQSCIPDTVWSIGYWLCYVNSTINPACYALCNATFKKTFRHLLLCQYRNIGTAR
TAAR1 agonist: human TAAR1 agonists, primary screen, Fluo-8 calcium fluorescence, CHO RD-HGA16 cells; Trace amine-associated receptor 1 (Homo sapiens), Q96RJ0; vehicle wells 0%, saturating PEA agonist 100%; activation, % at 3 µM; hit rate 0.99% among 360,000; AID 624467, 2012;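 active means activation above the mean activation of all test compounds in the run plus 3 SD, cut at about 38% in these data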
Target sequence (Q96RJ0 whole entry, looked up): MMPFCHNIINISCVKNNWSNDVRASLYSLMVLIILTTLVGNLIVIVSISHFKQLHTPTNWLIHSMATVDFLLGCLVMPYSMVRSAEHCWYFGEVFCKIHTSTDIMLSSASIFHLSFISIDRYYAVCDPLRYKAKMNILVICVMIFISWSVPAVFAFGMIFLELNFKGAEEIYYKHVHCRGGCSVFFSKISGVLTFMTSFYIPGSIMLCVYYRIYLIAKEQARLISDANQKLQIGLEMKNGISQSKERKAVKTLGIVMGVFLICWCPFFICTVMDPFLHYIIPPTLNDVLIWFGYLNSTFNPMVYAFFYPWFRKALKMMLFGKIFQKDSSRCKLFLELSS
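System: CHO-derived RD-HGA16 cells with stable Gα16 and human TAAR1 / Times: 17-24 h plating, Fluo-8 75 min 37 °C, 30 min RT / Technique: calcium-sensitive Fluo-8 signal, excitation 470-495, emission 515-575 nm / Measure: % activation relative to PEA EC100 response / Benchmarks: DMSO and PEA EC100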
CRFR2-BP antag: antagonists of CRF-BP/CRF-R2 complex, primary screen, cell-based, HEK293, calcium dye fluorescence, uHTS; CRF-induced calcium fluorescence; inhibition, % at 11.8 µM; hit rate 0.59% among 350,000;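 active means inhibition of the ligand-induced calcium signal above about 50% at the single tested concentration, limit read from the data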
M5 antag: human M5 muscarinic receptor antagonists, primary screen, CHO cells, Fluo-8 calcium fluorescence; Muscarinic acetylcholine receptor M5 (Homo sapiens), P08912; AID 624040, 2012; hit rate 0.59% among 360,000; inhibition, % at 3 µM; CHO-hM5 cells, ACh EC80;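 active means inhibition above a per-plate cutoff, the mean of that plate's test compounds plus 3 SD, cut at about 27% in these data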;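 further: 0% = acetylcholine EC80 with DMSO and 100% = DMSO without agonist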
CHRM5 PAM: human M5 muscarinic receptor positive allosteric modulators, primary screen, CHO-K1 cells, Fluo-8 calcium fluorescence; Muscarinic acetylcholine receptor M5 (Homo sapiens), P08912; CHO-K1 hM5, ACh EC20 PAM; 0% = ACh EC20, 100% = ACh EC100; activation, % at 3 µM; hit rate 0.3% among 360,000; AID 624038, 2012;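 active means activation above the run cutoff, the mean activation of all test compounds plus 3 SD, cut at about 18% in these data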
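system = human M5 receptor in CHO-K1 cells | reagent = EC20 acetylcholine as agonist stimulus | compound dosing = single-point, 3 µM nominal | incubation = Fluo-8 loading 80 min at 37 °C plus 30 min room temperature | detection = Fluo-8 calcium dye fluorescence, kinetic read | benchmarks = low control EC20 acetylcholine (0%), high control EC100 acetylcholine (100%)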
M1 PAM parental: nonselective calcium activators in parental CHO-K1 cells, primary screen, counter-screen for M1 PAM project, cell-based, Fluo-8 calcium fluorescence, full deck, 1536-well; ATP EC20; 0% at ATP EC20, 100% at ATP max; activation, % at 3 µM; hit rate 0.02% among 360,000; AID 602247, 2012;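 active means activation above the run cutoff, the mean activation of all test compounds plus 3 SD, cut at about 40% in these data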;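 further: peak over basal fluorescence ratio in a 140 s read after ATP addition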
CHRM5 agonist: human M5 muscarinic receptor agonists, primary screen, CHO-K1 cells, Fluo-8 calcium fluorescence; activation, % at 3 µM; Muscarinic acetylcholine receptor M5 (Homo sapiens), P08912; hit rate 0.19% among 360,000; CHO-K1 hM5 cells; 0% DMSO wells, 100% maximal acetylcholine response;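 active means activation above the run's mean over test compounds plus 3 SD, cut at about 23% in these data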;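 further: signal is peak over basal fluorescence ratio across the kinetic read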
CRFBP-R2 agonist: agonists of CRF-BP/CRF-R2 complex, primary screen, cell-based, HEK293, calcium dye fluorescence, uHTS | CRF-binding protein / CRF receptor 2 complex (human) | calcium dye fluorescence (FLIPR); percent of saturating CRF peptide response | activation, % at 13.2 µM | hit rate 0.46% among 350,000 | AID 588473, 2011;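 active means activation of at least 50%, plus an integration ratio under a set limit after plate pattern correction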;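 further: plate controls were neutral control wells without compound for no effect and CRF at EC100 for full effect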
TAAR1 antagonist: human TAAR1 antagonists, primary screen, Fluo-8 calcium fluorescence, CHO RD-HGA16 cells; inhibition, % at 3 µM; Trace amine-associated receptor 1 (Homo sapiens), Q96RJ0; antagonist; hit rate 1.5% among 360,000; AID 624466, 2012;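 active means inhibition above a per-plate cutoff, the mean inhibition of test compounds on that plate plus 3 SD, cut at about 49% in these data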;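 further: 0% = DMSO plus EC80 beta-PEA response and 100% = DMSO alone without agonist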
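Test system: RD-HGA16 CHO cells with stable hTAAR1 and Gα16 / Probe or stimulus: EC80 β-phenethylamine stimulus / Times: seeding 17-24 h prior, 75-min 37 °C, 30-min RT dye loading / Detection: Fluo-8 calcium-sensitive fluorescence / Read-out basis: % inhibition scaled between DMSO and EC80 PEA controls / Repeats: singlicate, one well per test compound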
An asterisk follows results filed as active; nt = no result given.

SMILES | CHRM4 PAM | TAAR1 agonist | CRFR2-BP antag | M5 antag | CHRM5 PAM | M1 PAM parental | CHRM5 agonist | CRFBP-R2 agonist | TAAR1 antagonist
Cc1ccccc1C(=O)NC1CCN(CC(=O)NC2CCCCC2)CC1 | -7 | 2 | -4 | 15 | -6 | -11 | -5 | -0.1 | -8
CCOC(=O)N1CCN(C(=S)NC(=O)/C=C/c2ccc(C)cc2)CC1 | 1 | 0 | 0 | 6 | 0 | -9 | -5 | 1.1 | -50
C[C@@H]1CN(C(=O)c2nc3ccc(Cl)cn3c2CN2CCc3sccc3C2)C[C@H](C)O1 | -8 | 12 | -10 | -6 | -5 | 4 | -5 | -0.2 | -9
O=C(COC(=O)c1cc([N+](=O)[O-])ccc1N1CCOCC1)c1ccccc1 | 5 | 4 | -13 | 2 | -5 | 0 | 0 | -1.6 | 23
O=C(NCCNC(=O)c1ccccc1Br)c1ccccc1Br | -7 | 4 | 7 | 6 | -7 | -10 | 1 | -0.5 | -8
C/C(=N\Nc1ccc(Cl)nn1)c1ccccc1O | 5 | 6 | 10 | 10 | 3 | 2 | -1 | -1.2 | -16
CC1CN(C(=O)COC(=O)c2ccc(C#N)cc2)CC(C)O1 (centres undefined) | 0 | -2 | -4 | -3 | 3 | -12 | -3 | 0.1 | -4
COc1ccc(N(CC(=O)NCCC2=CCCCC2)S(=O)(=O)c2ccccc2)cc1OC | -5 | 10 | -9 | 4 | 2 | 11 | -6 | -1.2 | -13
CC(C)CCNC(=O)c1ccc(OC2CCN(S(=O)(=O)N(C)C)CC2)cc1 | 0 | 5 | -4 | 4 | 2 | 1 | 2 | 0.3 | 12
O=C(OCC(=O)C12CC3CC(CC(C3)C1)C2)c1ccccn1 | 5 | 2 | -1 | -11 | 3 | 7 | 2 | -0.9 | -9
Cc1cnc(C(=O)Nc2cc(F)ccc2C)cn1 | 6 | 10 | 20 | 0 | 10 | 12 | 1 | -2.7 | 13
O=C(c1[nH]c(C(F)(F)F)nc1-c1ccccc1)N1CCc2c([nH]c3ccccc23)C1 | -3 | 13 | nt | 12 | -9 | 5 | 1 | nt | -6

Grouped by structure: the compounds so far containing four or more nitrogen atoms
SMILES | CHRM4 PAM | TAAR1 agonist | CRFR2-BP antag | M5 antag | CHRM5 PAM | M1 PAM parental | CHRM5 agonist | CRFBP-R2 agonist | TAAR1 antagonist
C[C@@H]1CN(C(=O)c2nc3ccc(Cl)cn3c2CN2CCc3sccc3C2)C[C@H](C)O1 | -8 | 12 | -10 | -6 | -5 | 4 | -5 | -0.2 | -9
C/C(=N\Nc1ccc(Cl)nn1)c1ccccc1O | 5 | 6 | 10 | 10 | 3 | 2 | -1 | -1.2 | -16
O=C(c1[nH]c(C(F)(F)F)nc1-c1ccccc1)N1CCc2c([nH]c3ccccc23)C1 | -3 | 13 | nt | 12 | -9 | 5 | 1 | nt | -6

(list continues)
SMILES | CHRM4 PAM | TAAR1 agonist | CRFR2-BP antag | M5 antag | CHRM5 PAM | M1 PAM parental | CHRM5 agonist | CRFBP-R2 agonist | TAAR1 antagonist
O=C1NCCOC(=O)[C@H](Cc2ccc(F)cc2)C/C=C\C[C@@H]1CC(=O)N(CCO)Cc1ccccc1 | 5 | 0 | 4 | 1 | 2 | 9 | 0 | -2.6 | -5
O=C1CC(c2ccco2)CC2=C1C(c1ccccc1)n1nc(C(F)(F)F)nc1N2 (centres undefined) | 3 | 1 | -8 | 0 | -6 | 8 | -6 | -0.4 | 9
Cc1ccccc1OCCn1cc(/C=C(\C#N)C(=O)NCc2ccco2)c2ccccc21 | -2 | 9 | 8 | 1 | 1 | 5 | -2 | -0.8 | -6
C=CCn1c(COc2ccc(Cl)cc2)nnc1SCC(=O)NCC(=O)OCC | -5 | 2 | 10 | 1 | 2 | 13 | -2 | -3.2 | -12
O=C(CCc1ccccc1)Nc1cccnc1Cl | -3 | 0 | 1 | -5 | 15 | 17 | 1 | -0.7 | -2
CC(Sc1nnc(-c2ccncc2)n1C)C(=O)NCC1CCCO1 (centres undefined) | 11 | 0 | 6 | -2 | 5 | -5 | 1 | -0.4 | -10
CCCCCCCN1C2=NCCCN2c2ccccc21 | -7 | 13 | -60 | 4 | -13 | 20 | -7 | 9.8 | -4
COCc1ccc(CN2CCc3c([nH]c4ccccc34)C2C(C)(C)C)o1 (centres undefined) | 1 | 6 | -83 | 10 | 3 | 0 | -6 | 3.3 | -16
CCOc1ncccc1C(=O)OCc1ccc([N+](=O)[O-])cc1 | -3 | 7 | -1 | 3 | 3 | -16 | 1 | -1.4 | -6
CN(C)c1ccc(CNCCC(Cc2ccccc2)c2ccco2)cc1 (centres undefined) | -28 | 7 | -12 | 11 | -21 | 1 | -3 | 1.9 | -1
CCOC(=O)CSc1nc(C(C)(C)C)cc(C(F)(F)F)c1C#N | 0 | 10 | 9 | -1 | 4 | 14 | -10 | -0.5 | 16
CCOC(=O)/C(C#N)=C/Nc1ccccc1NS(=O)(=O)c1cccc(C(C)=O)c1 | 2 | 9 | -5 | -3 | 4 | -3 | 2 | -0.1 | 12
O=C(Nc1ccccc1)c1ccc(-n2cnnn2)cc1 | 2 | 0 | 6 | 5 | -2 | 4 | 1 | 0.8 | -6
COc1ccc(C(=O)NCC(C)(C)N2CCOCC2)cc1S(=O)(=O)NCc1ccc(Cl)cc1 | 13 | 1 | -6 | 12 | 10 | 14 | -3 | 0.9 | -9
O=[N+]([O-])c1cccc(CSc2ncnc3ccccc23)c1 | -17 | 12 | 18 | -4 | -8 | 7 | -10 | -2.9 | 16
COCC(=O)N1CCCC(C(=O)c2ccc(C(F)(F)F)cc2)C1 (centres undefined) | 3 | 1 | 17 | 9 | -1 | 13 | 1 | -1.9 | -3
O=C(COC(=O)c1cc(Cl)nc2ccccc12)c1ccc(Cl)cc1 | 9 | 0 | -5 | 3 | -6 | 1 | -2 | 5.5 | -21
Cc1ccc2c(c1)CCO[C@@]21O[C@H](CCO)C[C@H](O)[C@H]1O | 8 | 3 | 3 | -6 | 1 | 24 | 2 | -0.5 | 3
CCOc1ccc(NC(=O)CCNc2c(N3CCCC3)c(=O)c2=O)cc1 | -1 | 10 | -7 | -11 | -4 | 9 | -3 | -0.5 | 12
Cn1c(=O)c2c(nc(SCCNS(=O)(=O)c3ccccc3)n2C)n(C)c1=O | 8 | 1 | -4 | 3 | -2 | 16 | -4 | -2.5 | 11
Cc1cc(=O)n2c(n1)NC(Nc1cccc(C)c1C)=NC2c1ccccc1 (centres undefined) | 7 | 1 | 11 | 4 | 4 | 19 | -1 | -1.4 | -13
CCC(=O)Nc1ccc(Oc2ccc(NC(=O)CC)c(NC(=O)CC)c2)cc1 | -5 | 5 | 16 | 4 | 2 | -5 | -2 | 0.9 | 0
CC1(C(=O)NCc2cccc3ccccc23)CCN1C(=O)C1(c2ccccc2)CCCC1 (centres undefined) | -6 | 0 | nt | -6 | -4 | 8 | -3 | nt | -3
COC(=O)c1ccc(OC)c(CSc2nnc(COc3cccc(C)c3)o2)c1 | -3 | 6 | -3 | 1 | -4 | 11 | 0 | 1.8 | 26
O=C(COc1ccccc1)Nc1ccc(-c2ccc(N3CCOCC3)nn2)cc1 | -2 | 3 | -1 | 4 | -2 | -24 | 0 | 0.0 | -2
CN(c1ccccc1)C1CCCCC1NS(=O)(=O)c1ccc(Cl)cc1 (centres undefined) | -13 | 2 | -13 | 1 | -7 | 27 | 0 | 1.0 | 15
CC(=O)c1sc(NC(=O)c2cc(S(=O)(=O)N3CCOCC3)ccc2F)nc1C | 5 | 14 | -10 | -5 | 6 | 8 | 1 | -0.2 | -1
O=C1C(=Cc2cn(-c3ccccc3)nc2-c2ccc(OCc3ccccc3)cc2)SC(=S)N1CCS(=O)(=O)O | 9 | 10 | nt | -6 | 1 | 4 | 2 | nt | -7
COc1ccc(C(=O)O)nc1C | 6 | 4 | -6 | -6 | 3 | -2 | -1 | -0.8 | -9
COc1cc(Br)cc(CN2CCN(C=O)CC2)c1O | 1 | 20 | 4 | 7 | -4 | 12 | -3 | -2.3 | -22
O=C(NC1CCSc2ccccc21)c1ccccc1F (centres undefined) | 4 | -2 | 16 | -7 | 3 | -7 | -4 | -0.7 | -34
CCCCN(C)C(=O)c1ccc(S(=O)(=O)N2CCOCC2)cc1 | -7 | 0 | 13 | 11 | -7 | -2 | -3 | 2.3 | 12
Cc1cc(NC(=O)c2ccc(Br)c(S(=O)(=O)N3CCCC3)c2)no1 | 9 | 10 | 4 | -1 | -4 | 19 | 5 | -0.6 | 5
O=C(Nc1ccc(F)cc1)c1cn(-c2ccccc2)nc1-c1ccncc1 | -9 | 7 | 4 | 8 | -15 | 8 | 2 | -2.5 | 38
Cc1cccc(C)c1NC(=O)C(c1ccc(C(F)(F)F)cc1)n1c(=O)c(-c2ccccc2)nc2ccccc21 (centres undefined) | 4 | 1 | nt | -9 | 11 | nt | -2 | nt | -44
O=C(Nc1ccccc1)OCc1cc(-c2ccc(Cl)cc2)on1 | -1 | 11 | 12 | 1 | -6 | 17 | -6 | 2.9 | 32
O=P(CCC(F)(F)F)(CCC(F)(F)F)CCC(F)(F)F | 5 | 3 | 5 | -1 | 4 | 22 | -9 | 1.3 | -13
O=C(NCc1ccncc1)Nc1ccccc1 | 2 | 7 | 2 | 2 | -1 | 13 | -7 | 1.8 | 4
Cc1ccc(NC2CCCN(C(=O)c3cc4ncccn4n3)C2)cc1C (centres undefined) | 5 | 4 | -1 | -6 | -2 | 0 | 0 | 0.1 | -25
Cn1cnnc1Sc1ccc(S(C)(=O)=O)cc1[N+](=O)[O-] | 10 | 1 | 8 | 12 | -2 | -13 | 3 | 3.4 | 0
CCOc1ccc(N=C2NC(=O)S/C2=C\c2ccc(OC)cc2)cc1 | 9 | 1 | 12 | -7 | 5 | 17 | 0 | 3.1 | 4
Cc1nc2ccccc2n1C1CC(=O)N(Cc2ccccc2)C1=O (centres undefined) | -12 | 10 | -6 | 11 | -14 | -2 | 4 | 8.8 | 32
